MRP-1 activ: H69AR viability gain despite doxorubicin, primary screen, MRP-1 activator project, H69AR cells, CellTiter-Glo; viability rescue; viability increase, % at 10 µM; actives 0.61% (n = 140,000);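 active means viability gain under doxorubicin at or above a set limit, the compound median plus 3 SD, cut at about 4.7% in these data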;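 further: MRP-1 overexpressing cells given doxorubicin 25 µM after compound pretreatment; 18-22 h compound pretreatment then 72 h with doxorubicin before readout; 0% = doxorubicin-only wells and 100% = vehicle-treated cells without doxorubicin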
E-sel TNF inh: E-selectin induction blockers in HUVEC – imaging, immunofluorescence, high content, primary screen | HUVEC TNFa-induced E-selectin immunofluorescence | inhibition, % at 2 µM | AID 1246, 2008 | actives 0.71% (n = 120,000);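 active means inhibition above the batch mean plus 3 SD, and confirmed as a hit on visual image review, cut at about 43% in these data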;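 further: 0% = TNF-stimulated DMSO wells and 100% = unstimulated control wells; not every result past the cut was called active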
Phagocytosis inh: inhibitors of macrophage phagocytosis, primary screen, imaging, J774A.1 cells, IgG beads | J774A.1 macrophage IgG-bead phagocytosis | inhibition, % at 5 µM | actives 0.07% (n = 110,000) | AID 1029, 2008;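 active means inhibition above the mean of the plate negative controls plus 5 SD, cut at about 13% in these data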;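 further: phagocytic index as fraction of beads internalized from green versus red external bead signal; plate controls were DMSO negative control for no effect and cytochalasin-D positive control for full effect; some results beyond the cut were filed as inactive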
GALR2 blocker: GALR2 antagonists in receptor-expressing cells, primary screen; inhibition, % at 4 µM; Galanin receptor type 2 (Homo sapiens), O43603; antagonist mode; actives 0.39% (n = 140,000); in the data active means inhibition above about 27%;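 further: cells stimulated with galanin 1-16 at roughly its EC80; 0% = agonist challenge control and 100% = basal control without agonist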
Target sequence (O43603 whole entry, looked up): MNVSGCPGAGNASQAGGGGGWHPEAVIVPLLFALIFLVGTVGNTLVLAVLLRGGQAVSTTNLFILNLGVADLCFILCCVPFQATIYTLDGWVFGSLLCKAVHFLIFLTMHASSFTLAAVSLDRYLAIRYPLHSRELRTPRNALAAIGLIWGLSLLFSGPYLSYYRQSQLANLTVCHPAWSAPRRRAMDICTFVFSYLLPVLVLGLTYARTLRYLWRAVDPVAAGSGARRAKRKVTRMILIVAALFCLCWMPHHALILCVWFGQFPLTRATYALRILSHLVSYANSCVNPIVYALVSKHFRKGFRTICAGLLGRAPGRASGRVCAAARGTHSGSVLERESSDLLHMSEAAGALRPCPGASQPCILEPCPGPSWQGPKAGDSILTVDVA
HCT116 PTEN-null: growth suppression of PTEN-null HCT116, primary screen, cell-based, CellTiter-Glo; HCT116 PTEN-null viability, 60 h; hits give low values; AID 827, 2007; actives 1.2% (n = 140,000); viability, % at 10 µM;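 active means viability at or below a set limit, 4 SD under the median of all tested compounds, cut at about 3.7% in these data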;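 further: PTEN knockout HCT116 line with beta catenin targeted HCT116 as companion control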
Yeast lifespan up: compounds extending yeast replicative lifespan, primary screen, S. cerevisiae, OD615 | actives 0.68% (n = 130,000) | AID 775, 2007 | S. cerevisiae growth with nicotinamide; deaD strain in restrictive glucose medium | inhibition of the nicotinamide effect, % at 10 µM;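 active means inhibition above a set limit, placed 3 SD over the median of all compounds, cut at about 26% in these data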;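 further: 0% = nicotinamide-treated wells and 100% = cells grown without nicotinamide; some compounds called inactive have numbers as strong as hits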
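assay system = DeaD-strain S. cerevisiae | measured by = absorbance at 615 nm | probe or stimulus = nicotinamide 1.5 mM | buffer or medium = CSMM-D glucose medium, restrictive | times = 48 h at 30 °C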
NPY Y2 blocker: NPY-Y2 receptor antagonists, primary screen, cell-based; inhibition, % at 2.7 µM; actives 0.99% (n = 140,000); NPY-Y2 expressing cells, antagonist mode; Neuropeptide Y receptor type 2 (Homo sapiens), P49146; AID 793, 2007; in the data active means inhibition above about 17%;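 further: 0% = vehicle with agonist challenge and 100% = reference antagonist with challenge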
Target sequence (P49146 whole entry, looked up): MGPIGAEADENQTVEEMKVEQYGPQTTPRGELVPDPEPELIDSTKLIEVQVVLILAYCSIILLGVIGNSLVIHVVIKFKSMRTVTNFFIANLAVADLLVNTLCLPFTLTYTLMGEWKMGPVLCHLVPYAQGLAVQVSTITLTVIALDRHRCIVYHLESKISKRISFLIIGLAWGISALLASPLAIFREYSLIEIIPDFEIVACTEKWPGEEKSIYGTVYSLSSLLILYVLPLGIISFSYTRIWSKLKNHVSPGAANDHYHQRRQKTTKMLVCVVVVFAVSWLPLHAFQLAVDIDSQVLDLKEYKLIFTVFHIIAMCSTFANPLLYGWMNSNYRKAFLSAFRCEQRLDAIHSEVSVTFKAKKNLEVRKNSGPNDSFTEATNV
Measles CPE: compounds protecting cells from measles virus cytopathic effect, primary screen, measles RdRp inhibitor project, single point, MLSMR library, absorbance | Measles virus-infected cells, CPE protection | protection (pct of control), % at 4 µM | actives 1.5% (n = 140,000) | AID 841, 2007; in the data active means protection mostly above about 24%, no sharp cut-off; inactive means mostly below about 26%; further: some compounds called inactive have numbers as strong as hits
HCT116 bCat-KO: primary screen for growth suppressors in beta-catenin knockout HCT116 cells (colon tumor, human) | HCT116 beta-catenin knockout viability, CellTiter-Glo, 60 h; hits give low values | viability, % at 10 µM | actives 1.5% (n = 140,000);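 active means viability at or under a set limit, the compound median less 4 SD, cut at about 6% in these data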;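 further: 0% = Hyamine 1622 control at 20 µM and 100% = untreated cell control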
Yeast growth inh: growth inhibitors of yeast BB579 in restrictive medium, primary screen, yeast lifespan-shortening project, S. cerevisiae | inhibition, % at 10 µM | OD615, 48 h | actives 0.51% (n = 140,000);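 active means inhibition above a set limit, 3 SD over the mean compound inhibition, cut at about 44% in these data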; further: inactives centre near -24
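Material: Saccharomyces cerevisiae DeaD strain BB579, replicative lifespan model yeast; buffer or medium: CSMM-D restrictive synthetic medium containing dextrose (glucose); compound: 10 µM single dose, DMSO 0.25%; timing: 48 h compound exposure at 30 °C after 4 h preincubation; signal: turbidity as optical density at 615 nm; benchmarks: positive control amphotericin B 10 µg/mL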
* marks the source's active call; other numbers are inactive results; nt = no result given.

SMILES | MRP-1 activ | E-sel TNF inh | Phagocytosis inh | GALR2 blocker | HCT116 PTEN-null | Yeast lifespan up | NPY Y2 blocker | Measles CPE | HCT116 bCat-KO | Yeast growth inh
COc1ccc(-c2nc(CSCC(=O)NCC3CCCO3)c(C)o2)cc1OC (stereo unspecified) | -1.1 | nt | nt | -7 | 104 | -6 | 9 | 14 | 102 | -29
COc1ccc(C2C(C(=O)Nc3cccc(C)n3)c3ccccc3C(=O)N2C)cc1 (stereo unspecified) | -1.4 | nt | -2 | 5 | 86 | -3 | 3 | 16 | 93 | -28
O=C(CSc1nnnn1-c1ccc(F)cc1)NC1CCCCC1 | -1.2 | 5 | -1 | -5 | 82 | -13 | 3 | 34 | 90 | 17
O=C(/C=C/c1ccccc1)Nn1cnnc1 | -2.9 | -41 | -4 | 0 | 92 | 2 | 1 | 0 | 96 | -28
CC(C)OCCCNC(=O)c1ccc2c(c1)ncn2C1CCCC1 | -0.8 | -23 | nt | 3 | 93 | 7 | 0 | 8 | 90 | -27
Cc1cc(C)nc(NC(=O)c2ccc(OC(C)C)cc2)n1 | 0.6 | 9 | -1 | -2 | 93 | -6 | 0 | 9 | 106 | -6
COc1ccc(NC(=O)CSc2nc3ccccc3c3nc4ccccc4n23)cc1 | -2.5 | nt | -2 | 10 | 40 | 0 | 1 | 3 | 53 | -43
COc1cccc(NC(=S)N2CCN(Cc3ccccc3)CC2)c1 | 0.0 | nt | -10 | 5 | 100 | 6 | -1 | 8 | 95 | -45
Cc1nc2ncnn2c(C)c1CCC(=O)NC(C)CCc1ccco1 (stereo unspecified) | -2.6 | -15 | nt | -10 | 101 | -5 | -1 | 6 | 102 | -44
Cc1ccc(-c2csc(NC(=O)COc3ccc(N(C)S(=O)(=O)c4ccc(C)cc4)cc3)n2)cc1 | 1.6 | nt | -6 | -3 | 71 | 1 | 0 | 41 | 68 | -38
CCCn1c(SCC(=O)NCCc2ccccc2)nnc1-c1ccccn1 | -1.0 | 6 | -1 | -9 | 92 | -10 | 1 | 7 | 90 | -21
Cc1cnc(NC(=O)c2cc3c(C)nn(-c4ccccc4)c3s2)s1 | -3.1 | -17 | 0 | 20 | 40 | -10 | -1 | 11 | 61 | -45
C[C@H](NC(=O)c1ccccc1Cl)C(=O)OC(C(=O)Nc1cc(C(F)(F)F)ccc1Cl)c1ccccc1 (stereo partly specified) | 1.1 | 5 | 1 | -11 | 92 | -13 | 3 | 58* | 86 | -45
O=C(NCCO)C1CCN(S(=O)(=O)c2ccc(F)cc2)CC1 | -1.0 | nt | 2 | -3 | 96 | -11 | 0 | 5 | 108 | 3
O=C(NCc1cccs1)c1ccc([N+](=O)[O-])cc1 | -0.7 | nt | -3 | 14 | 93 | -2 | 0 | 13 | 81 | -17
O=C1OC(NC(=O)c2ccccc2)C(n2cc(CO)nn2)=C1Cl (stereo unspecified) | -2.0 | 8 | -3 | 2 | 96 | -10 | 0 | 43 | 93 | -8
O=C(N1CCCCCC1)N1CCN(C(=O)N2CCOCC2)CC1 | -1.1 | 34 | 0 | 11 | 108 | -13 | -2 | 3 | 99 | 1
COc1ccc(N2C(=O)CC(S/C(N)=N/N=C(\C)c3cccs3)C2=O)cc1 (stereo unspecified) | -0.4 | -14 | nt | 8 | 111 | -12 | 0 | 9 | 99 | -38
Cc1ccc(Cn2c(SCC(C)C)nc3c2c(=O)n(C)c(=O)n3C)cc1 | 3.2 | -10 | 0 | -8 | 65 | -14 | 1 | 2 | 65 | -41
Cc1ccc(Cl)cc1N1CCN(C(=O)CN(C2CCCCC2)S(C)(=O)=O)CC1 | 2.1 | -4 | nt | 2 | 57 | nt | 6 | 13 | 51 | 2
COc1cc(CC(=O)N2CCc3ccccc32)cc(OC)c1OC | -1.5 | 7 | 0 | 10 | 75 | -6 | -1 | 8 | 80 | -8
COC(=O)c1c(Cc2ccccc2Cl)c[nH]c1C | -2.6 | 3 | -1 | 3 | 84 | -1 | 1 | 5 | 92 | 12
O=C(NNC(=O)C1CC(c2cccnc2)=NO1)Nc1cccc(F)c1 (stereo unspecified) | -1.9 | -29 | 2 | 1 | 97 | -15 | 1 | 24 | 90 | 9
C/C(CC(=O)NC1C2CC3CC(C2)CC1C3)=N\NC(=O)Cc1cccs1 (stereo unspecified) | -2.2 | nt | 4 | 1 | 103 | 3 | 4 | 7 | 100 | -13
O=C1CCCc2c1cc(-c1ccccc1)n2-c1ccccc1 | -3.7 | -44 | -1 | -3 | 64 | 2 | 6 | 28 | 60 | -18
CCCCNc1cc(C)nc(NCc2ccccc2)n1 | -5.4 | 4 | 1 | 24 | 1.5* | -6 | 29* | 6 | 1.3* | -24
CC(C)CC(=O)Nc1ccc(C(=O)NNC(=S)NC(=O)C2CCCCC2)cc1 | -2.9 | -23 | 1 | 2 | 20 | 0 | 2 | 5 | 18 | -9
COc1ccc(C(=O)/C=C2\NCC3c4ccccc4CCN3C2=O)cc1 (stereo unspecified) | -1.4 | -7 | nt | 3 | 96 | -2 | 4 | 3 | 89 | -2
Cc1ccn2c(c1)nc(=S)n2C(=O)c1ccco1 | -2.7 | -7 | -2 | -2 | 92 | -4 | 2 | 13 | 91 | -17
O=C(Nc1nc(-c2ccccc2)cs1)NC1CCCCC1 | -2.4 | -42 | -1 | 1 | 57 | -1 | 8 | 28 | 61 | -13
COc1ccc(CCNC(=O)CSc2nncs2)cc1 | -0.4 | nt | -3 | -2 | 106 | 3 | 1 | 5 | 101 | -19
CN(C)c1ccc(NC(=S)NCC2CCCO2)cc1 (stereo unspecified) | -1.0 | nt | -11 | 5 | 97 | -1 | 2 | 34 | 99 | 10
CCOc1ccc2ccccc2c1C(=O)N1CCOCC1 | 0.3 | 4 | nt | -5 | 104 | 6 | -1 | 3 | 103 | -84
O=C(NCc1ccc2c(c1)OCO2)C1CCC(CNS(=O)(=O)c2cccc3nsnc23)CC1 (stereo unspecified) | -0.9 | 1 | 0 | 11 | 96 | -3 | 6 | 8 | 85 | -7
C=CCc1ccccc1OCC(O)CN1CCN(c2ccc(OC)cc2)CC1 (stereo unspecified) | -2.6 | nt | 4 | 1 | 88 | -9 | 4 | 0 | 90 | 3
COc1ccc(S(=O)(=O)Nc2ccccc2C(F)(F)F)cc1 | -2.2 | -7 | -4 | 13 | 93 | 25 | -2 | 19 | 103 | -38
CCCCCCSc1nc2c(c(=O)[nH]c(=O)n2C)n1C | -3.1 | 20 | 0 | -2 | 85 | -13 | 1 | 6 | 84 | -35
CN(C)CCCN(C(=O)c1ccc2c(c1)CCCC2)c1nc2ccc(Cl)cc2s1 | -6.5 | -57 | 9 | -4 | 2.7* | 0 | 6 | 5 | 3.6* | -15
N#CCCN(C(=O)Nc1ccc(Cl)cc1)c1ccccc1 | -0.1 | 11 | 3 | 4 | 89 | -3 | -1 | 8 | 92 | -23
COc1ccc(NC(=O)c2cc3n(n2)C(C(F)(F)F)CC(c2ccco2)N3)cc1 (stereo unspecified) | -2.7 | 32 | 1 | 6 | 92 | -28 | 1 | 20 | 95 | -38
Cc1sc2ncnc(SC(C)C#N)c2c1C (stereo unspecified) | -1.1 | -27 | nt | 2 | 90 | -10 | 6 | 12 | 80 | -27
CC1=Nn2c(nnc2-c2n[nH]c3c2CCC3)SC1 | -0.3 | 0 | -1 | 2 | 103 | 4 | 0 | 32 | 101 | -63
Cc1cccc(C)c1NC(=S)NC(C)CCc1ccccc1 (stereo unspecified) | -4.5 | -6 | -7 | -10 | 62 | -3 | 4 | 10 | 54 | 19
CCOC(=O)C1CCN(c2c(NCCCN3CCN(Cc4ccccc4)CC3)c(=O)c2=O)CC1 | -0.2 | nt | 0 | 1 | 90 | -5 | 6 | 8 | 92 | 4
CCn1c(Cc2ccccc2)nnc1SCc1nc2ccccc2c(=O)[nH]1 | -0.8 | -27 | 0 | -1 | 90 | -18 | 1 | 6 | 101 | -21
CCOC(=O)c1c(C)c(C(=O)Nc2ccc3c(c2)OCCO3)c(C)n1C | -3.4 | 96* | 0 | -7 | 69 | 1 | 3 | 4 | 77 | -49
COc1cc(/C=N/NC(=O)c2sc(N)c(C#N)c2C)ccc1O | -1.6 | -13 | 1 | -3 | 96 | -4 | 1 | 16 | 98 | -23
CC(C)c1ccc(/C=C/C(=O)n2nnc3ccccc32)cc1 | -4.5 | 3 | 0 | -5 | 98 | -26 | 5 | 6 | 91 | -35
Cc1cc(C)c2cc(C)c3nnc(SCC(=O)NCc4ccc5c(c4)OCO5)n3c2c1 | 0.9 | nt | -3 | -11 | 82 | -4 | 2 | 0 | 89 | -52
O=c1c(-c2ccccc2)n[nH]c2ccccc12 | 0.8 | 1 | 0 | 3 | 89 | -22 | -2 | 10 | 92 | -38
Cc1cc(C(=O)NNC(=S)NCc2ccco2)n(C)n1 | -3.1 | 5 | nt | -2 | 90 | nt | 6 | 7 | 92 | -14
COc1ccccc1C1SCCN1S(C)(=O)=O (stereo unspecified) | -1.9 | -10 | 0 | -3 | 92 | -27 | 4 | 8 | 74 | -23
CCOC(=O)c1ccc(NC(=O)CCNC(=O)c2ccc([N+](=O)[O-])cc2)cc1 | 2.4 | nt | -6 | 13 | 93 | -1 | 1 | 17 | 92 | -18
Nc1nc(-c2ccccc2)cc(-c2ccccc2O)n1 | -1.4 | 13 | nt | 18 | 17 | -12 | 0 | 2 | 17 | -7
Nc1c(-c2ccccc2Cl)cnn1-c1cccc([N+](=O)[O-])c1 | -0.8 | 5 | nt | -6 | 67 | -31 | 5 | 1 | 76 | -21
CC1OC2(C)OC(=N)C1(C#N)C(C#N)(C#N)C2c1ccccc1 (stereo unspecified) | -4.3 | 31 | nt | 1 | 104 | 2 | 3 | 6 | 100 | -16

By substructure, the compounds so far containing a CF3 group.
SMILES | MRP-1 activ | E-sel TNF inh | Phagocytosis inh | GALR2 blocker | HCT116 PTEN-null | Yeast lifespan up | NPY Y2 blocker | Measles CPE | HCT116 bCat-KO | Yeast growth inh
C[C@H](NC(=O)c1ccccc1Cl)C(=O)OC(C(=O)Nc1cc(C(F)(F)F)ccc1Cl)c1ccccc1 (stereo partly specified) | 1.1 | 5 | 1 | -11 | 92 | -13 | 3 | 58* | 86 | -45
COc1ccc(S(=O)(=O)Nc2ccccc2C(F)(F)F)cc1 | -2.2 | -7 | -4 | 13 | 93 | 25 | -2 | 19 | 103 | -38
COc1ccc(NC(=O)c2cc3n(n2)C(C(F)(F)F)CC(c2ccco2)N3)cc1 (stereo unspecified) | -2.7 | 32 | 1 | 6 | 92 | -28 | 1 | 20 | 95 | -38

Source: PubChem BioAssay (several laboratories)
